Runt-CBFb FRET: Runt domain-CBFb interaction inhibition; Cerulean-Runt/Venus-CBFb FRET ratio 530/480, 1 h; inhibition, % at 20 µM; Q01196+Q13951; 0.46% of 220,000 active;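 active means inhibition over about 50% at 20 µM in the single-dose screen, limit read from the data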;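 further: 0% = DMSO wells and 100% = excess unlabeled CBFb competitor control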
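Reagent – Venus-CBFb binding partner, 100 nM · Assay system – Cerulean-tagged RUNX1 Runt domain (FRET donor) fusion protein · Input – 100 nM per protein · Incubation – two 1 h room-temperature incubations shielded from light · Measured by – FRET fluorescence · Medium – Tris buffer pH 7.5 with salts and BSA · Benchmarks – unlabeled CBFb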
Hck-Nef inh: inhibitors of human Hck kinase activated by Nef. P08631. Recombinant Hck-YEEI plus Nef, Z-Lyte FRET kinase assay. inhibition, % at 20 µM. 0.68% of 220,000 active. AID 463187;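 active means Hck-Nef kinase inhibition above about 50%, limit read from the data; inactive means inhibition below that limit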;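 further: 0% = DMSO with Hck plus Nef and 100% = Hck alone without Nef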
RBBP9 inhibitor: inhibitors of human serine hydrolase RBBP9. O75884. recombinant RBBP9, FP-Rh probe fluorescence polarization. inhibition, % at 7.94 µM. 0.2% of 220,000 active;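 active means inhibition above the campaign mean of all tested compounds plus 3 SD, cut at about 14% in these data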;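 further: plate controls were DMSO wells with RBBP9 for no effect and wells lacking RBBP9 protein for full effect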
Target sequence (O75884 whole entry, looked up): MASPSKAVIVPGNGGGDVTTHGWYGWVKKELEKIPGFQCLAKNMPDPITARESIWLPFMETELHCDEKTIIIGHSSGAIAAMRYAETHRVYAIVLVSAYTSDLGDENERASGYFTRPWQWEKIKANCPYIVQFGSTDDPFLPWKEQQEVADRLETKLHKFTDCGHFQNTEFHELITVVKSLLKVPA
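Assay system: recombinant human RBBP9; Reagent: Serine-hydrolase probe FP-Rh, 375 nM pre-mixing; Doses: 7.94 µM single dose, 0.794% DMSO; Incubation: 30 min then 45 min, 25 °C; Detection: fluorescence polarization (mP), excitation 525 nm, emission 598 nm; Evaluation: percent inhibition from mP, scaled between DMSO and no-protein wells.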
NPY-Y1 PAM-ag: potentiates or activates human NPY-Y1 receptor; P25929; NPY-Y1 expressing cells, potentiator/agonist activation; activation, % at 3.6 µM; 0.37% of 220,000 active; AID 1304; in the data active means activation above about 33%, passing the limit was not always enough;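 further: cells stimulated with NPY at EC10 then isoproterenol at EC100; 0% = low agonist plus stimulus and 100% = saturating agonist plus stimulus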
Target sequence (P25929 whole entry, looked up): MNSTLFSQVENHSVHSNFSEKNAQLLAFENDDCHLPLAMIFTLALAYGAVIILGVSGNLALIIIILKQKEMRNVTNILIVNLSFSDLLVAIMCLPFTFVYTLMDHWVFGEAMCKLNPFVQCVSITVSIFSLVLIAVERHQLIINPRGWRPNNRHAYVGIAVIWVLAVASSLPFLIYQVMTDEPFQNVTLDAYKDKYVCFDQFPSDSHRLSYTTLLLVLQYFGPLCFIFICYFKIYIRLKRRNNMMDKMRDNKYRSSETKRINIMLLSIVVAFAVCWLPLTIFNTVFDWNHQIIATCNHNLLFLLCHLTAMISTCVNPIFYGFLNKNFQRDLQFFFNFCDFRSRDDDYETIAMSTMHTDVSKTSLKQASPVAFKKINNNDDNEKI
Runt-SMMHC FRET: blocks binding of human RUNX1 Runt domain to CBFb-SMMHC | Q01196+Q13951 | Cerulean-Runt/Venus-CBFb-SMMHC FRET ratio 530/480, 1 h | inhibition, % at 20 µM | 0.74% of 220,000 active | AID 1434;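 active means mean inhibition across duplicate retests at 20 µM reaching about 50%, limit read from the data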;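 further: 0% = DMSO wells and 100% = wells with excess untagged CBFb-SMMHC; inhibitors lower the FRET ratio by blocking Runt binding to CBFb-SMMHC; some results filed as inactive read as strong as hits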
NPY-Y2 PAM-ag: potentiators or agonists of human neuropeptide Y receptor Y2. P49146. cells expressing NPY-Y2, potentiator/agonist read-out. activation, % at 3.6 µM. 0.45% of 220,000 active. AID 1359; in the data active means activation above about 27%;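 further: cells stimulated with NPY near EC25 plus isoproterenol at EC100; 0% = vehicle plus submaximal agonist and 100% = vehicle plus saturating agonist; some results beyond the cut were filed as inactive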
Target sequence (P49146 whole entry, looked up): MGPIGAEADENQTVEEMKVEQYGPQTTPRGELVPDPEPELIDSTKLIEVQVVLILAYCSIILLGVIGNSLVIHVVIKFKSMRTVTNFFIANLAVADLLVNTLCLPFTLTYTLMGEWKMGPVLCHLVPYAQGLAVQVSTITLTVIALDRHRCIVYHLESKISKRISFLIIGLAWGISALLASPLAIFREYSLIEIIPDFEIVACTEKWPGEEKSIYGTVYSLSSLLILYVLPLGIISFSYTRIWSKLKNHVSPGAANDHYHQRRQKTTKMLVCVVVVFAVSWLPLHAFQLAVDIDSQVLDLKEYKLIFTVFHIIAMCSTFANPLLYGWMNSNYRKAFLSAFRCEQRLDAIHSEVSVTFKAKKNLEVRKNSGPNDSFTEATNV
NPY-Y1 antag: blocks the human neuropeptide Y Y1 receptor; 1% of 200,000 active; P25929; AID 1040; inhibition, % at 3.6 µM; HEK293-CNG Y1 cells, membrane potential fluorescence; NPY at EC95, then isoproterenol;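 active means inhibition above the campaign mean inhibition of all tested compounds plus 3 SD, cut at about 20% in these data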;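 further: 0% = DMSO wells given NPY plus isoproterenol and 100% = isoproterenol alone without NPY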
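Benchmarks – high control isoproterenol alone, low control NPY with isoproterenol · Material – HEK293 Y1/CNG channel cell line · Times – dye 3 h, compound 60 min room temperature, stimulation 45 min · Probe or stimulus – NPY (25 nM), isoproterenol (1 µM), Ro 20-1724 (25 µM) · Evaluation – % inhibition of NPY effect · Signal – fluorescence, membrane potential probe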
Mdm2 ligase inh: blocks human Mdm2 ubiquitin ligase activity | cell-based MDM2 ubiquitination luciferase reporter, 2 h; 0 = plate control, 100 = twice control, blank-subtracted | signal enhancement, % at 5 µM | 0.11% of 210,000 active | AID 1230;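 active means signal enhancement of 30% or more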;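 further: luminescence tracks abundance of the self-degrading MDM2-luciferase fusion protein; higher signal means inhibition of MDM2 E3 ligase activity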
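Material: Stable MDM2–luciferase fusion reporter cells | Amount: 2000 cells seeded into each well | Dosing: One concentration, 5 µM, with 0.2% DMSO | Incubation: 4 h cell settling then 2 h compound exposure, 37 °C | Measured by: Luciferase luminescence | Read-out basis: % enhancement relative to plate controls after blank subtraction | Benchmarks: Control and blank well means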
p97 ATPase inh: blocks human p97 ATPase activity | P55072 | recombinant p97 ATPase, Kinase-Glo ATP luminescence, 3 h | inhibition, % at 8 µM | 0.42% of 220,000 active; in the data active means inhibition above about 15%;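 further: 0% = DMSO vehicle and 100% = wells lacking enzyme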
Numbers without * were called inactive; nt = no result given.

[1] Cc1cc(NC(=O)c2ccc(N(C)S(=O)(=O)c3ccccc3)cc2)no1
[2] CCOc1ccc(C2Sc3ccccc3NC3=C2C(=O)OC3)cc1 (configuration not stated)
[3] CCn1c(SCC(=O)N/N=C(\C)c2ccco2)nnc1-c1ccccc1
[4] CCOc1ccc(S(=O)(=O)N2CCCCCC2)cc1
[5] O=C(Cn1ncc2c(=O)oc3ccccc3c21)N1CCc2ccccc2C1
[6] COC(=O)c1ncn(C2OC(COC(C)=O)C(OC(C)=O)C2OC(C)=O)n1 (configuration not stated)
[7] Nc1cc2ccccc2oc1=O
[8] CCC(Sc1nnc(-c2ccc(C)c(Cl)c2)n1CC)C(=O)Nc1nccs1 (configuration not stated)
[9] CC(C)(C)c1cc(NC(=O)CCl)n(-c2ccccc2)n1
[10] CC1CCCC(C)N1C(=O)c1cc(-c2ccc(Cl)c(Cl)c2)on1 (configuration not stated)
compound no.	1	2	3	4	5	6	7	8	9	10
Runt-CBFb FRET	0	-1	-2	1	0	-2	2	-2	2	-3
Hck-Nef inh	-7	1	25	2	-7	2	-21	-2	22	1
RBBP9 inhibitor	-5	-10	-4	-4	-8	-4	0	-3	-5	-4
NPY-Y1 PAM-ag	-12	7	0	-6	-8	1	-7	-5	21	-20
Runt-SMMHC FRET	0	4	-1	-4	-4	-6	1	5	1	-3
NPY-Y2 PAM-ag	0	16	-2	3	-8	7	-7	10	3	-13
NPY-Y1 antag	7	1	-1	0	3	8	5	-1	nt	-10
Mdm2 ligase inh	-11	-4	-7	-4	-10	-1	-9	-12	nt	-10
p97 ATPase inh	-2	0	4	-3	-5	4	-2	3	3	-3

[11] Cc1nc(SCC(=O)N2CCN(C(=O)c3ccco3)CC2)c2c(C)c(C)sc2n1
[12] CCCNC(=O)Cc1cc(=O)[nH]c(=O)[nH]1
[13] O=C(CCCO)N/N=C/c1cc(Br)ccc1O
[14] CCCn1c(SC(C)C(=O)O)nc2ccccc21 (configuration not stated)
[15] N#Cc1ccsc1NC(=O)CSc1nnc(-c2ccccc2)o1
[16] COC(=O)c1c(NC(=O)c2nc3ccccc3s2)sc2c1CC(C)(C)NC2(C)C
[17] Cc1cc(OC(=O)C(c2ccccc2)c2ccccc2)c([N+](=O)[O-])c(=O)[nH]1
[18] O=c1oc2ccccc2c(Nc2ccc3ncccc3c2)c1[N+](=O)[O-]
[19] COc1cc(C(Nc2ccc3c(c2)OCO3)C(=O)NC2CCCCC2)cc(OC)c1OC (configuration not stated)
[20] Cc1ccc(/C=N/NC(=S)NC2CCS(=O)(=O)C2)cc1 (configuration not stated)
compound no.	11	12	13	14	15	16	17	18	19	20
Runt-CBFb FRET	-2	0	10	3	0	-3	9	-2	12	-1
Hck-Nef inh	9	1	5	0	6	0	2	2	1	1
RBBP9 inhibitor	2	-8	-3	-5	6	-4	-5	7	-3	5
NPY-Y1 PAM-ag	0	21	-6	-6	-14	-15	8	-26	-11	-13
Runt-SMMHC FRET	3	3	14	-4	-2	-19	5	-12	23	5
NPY-Y2 PAM-ag	-4	0	2	-9	-12	-22	10	-3	-6	13
NPY-Y1 antag	1	-1	5	4	-5	4	1	2	0	-5
Mdm2 ligase inh	11	-14	nt	-8	-7	-8	-16	nt	-12	-37
p97 ATPase inh	2	-6	6	3	4	3	6	2	0	2

[21] CCOc1cc2c3c(c1)C1(OCCO1)C(=O)N3C(C)(C)CC2C (configuration not stated)
[22] CC(=O)NNC(=O)c1[nH]c2ccc(Cl)cc2c1-c1ccccc1
[23] CCc1nccn1S(=O)(=O)c1ccc(OC)c(OC)c1
[24] N#C/C(=C1\CCCN1)c1nc2ccccc2c(=O)[nH]1
[25] O=C(Nc1ccccc1F)C1CCCN(S(=O)(=O)c2cccc3cccnc23)C1 (configuration not stated)
[26] C=CCn1c(=NC(=O)c2cccc(N3C(=O)CCC3=O)c2)sc2cccc(OC)c21
[27] CN(C)c1ccc(-c2nnn(CC(=O)Nc3ccccc3N3CCOCC3)n2)cc1
[28] CC1CN(Cc2ccc(C#N)cc2Cl)CC(C)O1 (configuration not stated)
[29] O=C(CN1CCN(Cc2ccccc2)CC1)c1ccccc1
[30] COc1ccccc1N1CCN(C(=O)CSc2nc(C)c(Cc3ccccc3)c(=O)[nH]2)CC1
compound no.	21	22	23	24	25	26	27	28	29	30
Runt-CBFb FRET	1	2	2	-2	3	-5	4	-1	0	-4
Hck-Nef inh	1	20	2	-1	3	14	-2	-1	7	-9
RBBP9 inhibitor	-8	-9	nt	-8	3	2	-8	-5	-3	3
NPY-Y1 PAM-ag	0	14	nt	-10	-9	2	5	4	5	-10
Runt-SMMHC FRET	-2	0	-1	3	0	0	0	4	-4	-3
NPY-Y2 PAM-ag	14	12	nt	-5	-5	13	15	-5	-2	2
NPY-Y1 antag	2	nt	nt	-3	0	nt	-6	-5	-4	6
Mdm2 ligase inh	-13	-8	-10	7	-20	-12	-24	-11	-4	-7
p97 ATPase inh	-1	3	nt	-2	2	4	1	-5	4	0

[31] O=C(CNC(=O)c1ccccc1)NCC(=O)OCC(=O)c1ccc([N+](=O)[O-])cc1
[32] C=C(C)Cn1c(SCC(=O)O)nnc1-c1ccc(C(C)(C)C)cc1
[33] C=CCNC(=O)c1onc(CSc2ccc(C)c(C)c2)c1C(=O)O
[34] N#CCCN(Cc1cccnc1)C(=S)NCc1ccco1
[35] COCCCNC(=S)N1CCN(Cc2ccc3c(c2)OCO3)CC1
[36] O=C(Nc1cccc2cccnc12)c1cccnc1
[37] O=C(O)CN(Cc1ccco1)S(=O)(=O)c1ccccc1
[38] Cc1cc(C(=O)NNC(=O)C2CCCC2)c(C)o1
[39] N#C/C(=C(/O)COc1ccccc1)c1nnc2n1CCCCC2
[40] CC(=O)c1cc(-c2ccccc2)n(CC(=O)Nc2cc(C)cc(C)c2)c1C
compound no.	31	32	33	34	35	36	37	38	39	40
Runt-CBFb FRET	19	-2	0	18	-1	0	-2	0	3	-2
Hck-Nef inh	7	-1	1	12	21	2	1	27	15	7
RBBP9 inhibitor	2	5	-1	-10	-11	3	-7	-8	-1	-6
NPY-Y1 PAM-ag	4	-14	4	-3	4	15	1	2	-29	-2
Runt-SMMHC FRET	10	0	2	3	3	-4	-2	-42	2	6
NPY-Y2 PAM-ag	10	-9	-25	-11	2	-4	-2	1	-8	-1
NPY-Y1 antag	0	-4	10	8	-2	-2	2	3	-3	4
Mdm2 ligase inh	-21	-8	-16	-45	-3	-12	-5	-9	-17	-10
p97 ATPase inh	-5	2	2	-7	-3	-2	6	-6	0	-3

[41] COc1cc2c(cc1OC)C(Nn1cnnc1)=NC1(CCCC1)C2
[42] CCN1CCC(C(N)=O)CC1
[43] CCCCCCn1c(=O)c(-c2ccccc2)c(O)c2ccccc21
[44] CCN(C(C)=O)c1cccc2ccccc12
[45] COc1ccccc1NC(=O)CSc1nnc(C)n1CC1CCCO1 (configuration not stated)
compound no.	41	42	43	44	45
Runt-CBFb FRET	-1	4	-3	0	-5
Hck-Nef inh	24	12	-2	0	7
RBBP9 inhibitor	-5	-10	-6	2	-1
NPY-Y1 PAM-ag	2	-2	-13	28	-7
Runt-SMMHC FRET	-1	0	4	-1	-10
NPY-Y2 PAM-ag	6	-4	5	13	-6
NPY-Y1 antag	nt	3	2	4	1
Mdm2 ligase inh	14	-4	-11	-15	1
p97 ATPase inh	-1	-2	-3	0	1

Reprinted: nos. 33–42
[33] C=CCNC(=O)c1onc(CSc2ccc(C)c(C)c2)c1C(=O)O
[34] N#CCCN(Cc1cccnc1)C(=S)NCc1ccco1
[35] COCCCNC(=S)N1CCN(Cc2ccc3c(c2)OCO3)CC1
[36] O=C(Nc1cccc2cccnc12)c1cccnc1
[37] O=C(O)CN(Cc1ccco1)S(=O)(=O)c1ccccc1
[38] Cc1cc(C(=O)NNC(=O)C2CCCC2)c(C)o1
[39] N#C/C(=C(/O)COc1ccccc1)c1nnc2n1CCCCC2
[40] CC(=O)c1cc(-c2ccccc2)n(CC(=O)Nc2cc(C)cc(C)c2)c1C
[41] COc1cc2c(cc1OC)C(Nn1cnnc1)=NC1(CCCC1)C2
[42] CCN1CCC(C(N)=O)CC1
compound no.	33	34	35	36	37	38	39	40	41	42
Runt-CBFb FRET	0	18	-1	0	-2	0	3	-2	-1	4
Hck-Nef inh	1	12	21	2	1	27	15	7	24	12
RBBP9 inhibitor	-1	-10	-11	3	-7	-8	-1	-6	-5	-10
NPY-Y1 PAM-ag	4	-3	4	15	1	2	-29	-2	2	-2
Runt-SMMHC FRET	2	3	3	-4	-2	-42	2	6	-1	0
NPY-Y2 PAM-ag	-25	-11	2	-4	-2	1	-8	-1	6	-4
NPY-Y1 antag	10	8	-2	-2	2	3	-3	4	nt	3
Mdm2 ligase inh	-16	-45	-3	-12	-5	-9	-17	-10	14	-4
p97 ATPase inh	2	-7	-3	-2	6	-6	0	-3	-1	-2

Looked up above.
C=CCn1c(=NC(=O)c2cccc(N3C(=O)CCC3=O)c2)sc2cccc(OC)c21 – Hck-Nef inh = 14
CCCn1c(SC(C)C(=O)O)nc2ccccc21 (configuration not stated) – Runt-CBFb FRET = 3

Source: PubChem BioAssay (several laboratories)
